PP1 inh: PP1-alpha (human) inhibition in PP5 counter-screen; purified PP1alpha, OMFP fluorescence; inhibition, % at 6.7 µM; 320,000 compounds, 0.9% hits;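 active means inhibition above the mean inhibition of all tested compounds plus 3 SD, computed separately for each screening campaign, cut at about 15% in these data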
Target sequence (P62136 whole entry, looked up): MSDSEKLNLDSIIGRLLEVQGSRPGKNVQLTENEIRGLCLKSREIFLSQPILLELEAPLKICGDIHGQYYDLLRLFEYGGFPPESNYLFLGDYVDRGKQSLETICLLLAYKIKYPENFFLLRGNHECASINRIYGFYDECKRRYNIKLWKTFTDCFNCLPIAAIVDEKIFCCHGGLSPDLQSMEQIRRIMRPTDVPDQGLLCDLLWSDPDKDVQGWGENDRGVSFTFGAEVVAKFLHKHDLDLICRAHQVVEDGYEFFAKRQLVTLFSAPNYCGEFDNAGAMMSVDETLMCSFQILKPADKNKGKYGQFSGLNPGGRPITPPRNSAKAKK
TPT1 inh: blocks Candida albicans tRNA 2'-phosphotransferase; recombinant caTPT1, FP RNA substrate dephosphorylation; inhibition, % at 5 µM; 300,000 compounds, 0.81% hits; AID 1962;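 active means inhibition above the mean of all tested compounds plus 3 SD, set per screening campaign, cut at about 24% in these data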;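 further: plate controls were DMSO alone for no effect and ferristatin control at 100 nM for full effect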
core dimer inh: blocks dimerization of HCV core protein; 300,000 compounds, 0.33% hits; TR-FRET GST/Flag-core106 dimerization, 1536-well; inhibition, % at 5 µM;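 active means inhibition above the mean of all tested compounds plus 3 SD, set per screening campaign, cut at about 45% in these data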
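Assay system: tagged HCV core106 pair (GST and Flag); medium: KF-containing HEPES buffer, pH 7.45, DTT, CHAPS, BSA; also added: Eu donor and XL665 acceptor anti-tag antibodies; dosing: 5 µM single dose; timing: compound-protein-antibody incubation 4 h at 22.5 °C; signal: TR-FRET 671 and 617 nm emission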
AHR act: human AHR activation; AHR-responsive luciferase reporter cells, luminescence; activation, % at 5 µM; 320,000 compounds, 2.5% hits; AID 2796; in the data active means activation above about 47%;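 further: 0% = vehicle wells and 100% = reference agonist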
Fh CTSL1 inh: blocks F. hepatica cathepsin L1 in PFM18AAP counter-screen. 300,000 compounds, 0.49% hits. inhibition, % at 5.96 µM. recombinant F. hepatica cathepsin L1, Z-Leu-Arg-MCA fluorescence;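 active means inhibition above the mean of all tested compounds plus 3 SD, set per screening campaign, cut at about 17% in these data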;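 further: 0% = plate median of test compound wells and 100% = 1 µM Z-Phe-Ala-diazomethylketone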
procasp7 counter: activates human procaspase-7, counter-screen for procaspase-3 activators; P55210; recombinant procaspase-7, Ac-DEVD-pNA absorbance 405 nm; D23A/D198A/D206A triple mutant, cannot self-cleave; scale: DMSO 0, 5 µM enzyme 100; activation, % at 8.5 µM; 330,000 compounds, 0.093% hits;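 active means percent activation above the screen-wide mean plus 3 SD, cut at about 25% in these data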
Target sequence (P55210 whole entry D23A/D198A/D206A): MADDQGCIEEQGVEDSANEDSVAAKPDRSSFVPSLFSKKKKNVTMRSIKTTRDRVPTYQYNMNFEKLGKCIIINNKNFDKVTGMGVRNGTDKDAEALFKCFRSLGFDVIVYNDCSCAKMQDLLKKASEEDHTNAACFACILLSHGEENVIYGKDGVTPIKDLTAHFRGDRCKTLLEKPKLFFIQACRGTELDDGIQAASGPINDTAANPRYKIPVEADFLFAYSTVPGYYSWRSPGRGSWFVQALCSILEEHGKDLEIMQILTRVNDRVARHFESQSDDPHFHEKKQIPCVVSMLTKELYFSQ
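Detection: p-Nitroaniline absorbance at 405 nm, read at 0 and 120 min; system: Uncleavable procaspase-7 mutant enzyme; evaluation: % activation from two-timepoint absorbance difference, scaled to controls; times: 1 h enzyme–compound preincubation and 2 h substrate reaction, both 25 °C; buffer or medium: Zinc-free HEPES pH 7.4 with 300 mM NaCl, 0.01% Triton X-100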
PAFAH2 inh: inhibitors of human PAFAH2; Q99487; recombinant PAFAH2, FP-rhodamine activity probe, fluorescence polarization; inhibition, % at 3.39 µM; 340,000 compounds, 0.99% hits; AID 492956;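 active means inhibition above the mean over all tested compounds plus 3 SD, cut at about 30% in these data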;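 further: inhibitors block probe labeling of enzyme so polarization drops; 0% = enzyme with DMSO and 100% = wells lacking PAFAH2 protein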
PP5 primary: PP5 (human) phosphatase inhibition; P53041; purified PP5c, OMFP substrate fluorescence; inhibition, % at 6.7 µM; 320,000 compounds, 0.18% hits; AID 1987;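 active means inhibition above the campaign's mean inhibition across all tested compounds plus 3 SD, cut at about 9.5% in these data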;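 further: 0% = DMSO only and 100% = 100 µM cantharidin control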
proCasp3 act: procaspase-3 (human) activation; recombinant procaspase-3 D3A, Ac-DEVD-pNA absorbance 405 nm; AID 463141; 330,000 compounds, 0.11% hits; activation, % at 8.5 µM;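 active means activation above the mean of all tested compounds plus 3 SD, cut at about 21% in these data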;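 further: 0% = DMSO alone and 100% = DMSO wells spiked with extra 5 µM PC-3 D3A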
Target sequence (P42574 whole entry D9A/D28A/D175A): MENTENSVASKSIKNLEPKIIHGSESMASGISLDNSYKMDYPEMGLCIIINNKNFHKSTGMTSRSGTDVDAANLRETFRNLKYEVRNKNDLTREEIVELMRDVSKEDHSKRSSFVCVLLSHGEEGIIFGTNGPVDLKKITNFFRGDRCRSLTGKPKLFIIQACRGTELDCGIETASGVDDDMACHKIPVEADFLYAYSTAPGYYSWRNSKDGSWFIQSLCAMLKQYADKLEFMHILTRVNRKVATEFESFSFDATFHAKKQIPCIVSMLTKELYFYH
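Assay system – Procaspase-3 D3A mutant · Benchmarks – DMSO low control, extra-enzyme high control · Technique – 405 nm absorbance of p-nitroaniline, reads at 0 and 120 min · Doses – 8.5 µM nominal · Measure – % activation between DMSO and enzyme-spiked controls · Also added – Ac-DEVD-pNA chromogenic peptide substrate · Schedule – 1 h compound preincubation, 2 h substrate hydrolysis at 25 °C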
* hit, by the source's call; nt = no result given. Outcome played no part in choosing rows, and some 5.6% of all compounds hit somewhere here.

smiles | PP1 inh | TPT1 inh | core dimer inh | AHR act | Fh CTSL1 inh | procasp7 counter | PAFAH2 inh | PP5 primary | proCasp3 act
COc1ccccc1NC(=O)CSc1nccc(-c2ccco2)n1 | -2 | nt | nt | 5 | nt | -7 | -1 | 4.8 | -1
OCCN1CCN(C2Cc3cc(Cl)ccc3Sc3ccc(Cl)cc32)CC1 (configuration not stated) (tested in a mixture with another compound) | 15* | 2 | -21 | 2 | 1 | -10 | 7 | 4.4 | 5
C/C(=C\C(=O)C(F)(F)F)Nc1ccc(C)cc1 | 4 | 4 | -7 | -2 | 0 | 2 | -1 | 3.4 | 15
COc1ccc(NC(=O)C2CCCC2)cn1 | -2 | -1 | -4 | 1 | 1 | 17 | -3 | -2.6 | 1
Cc1nn2c(nc1=O)NNC2(C)C(C)(C)C (configuration not stated) | 0 | 0 | -4 | 21 | -1 | 7 | -8 | 4.8 | 7
CCOc1ccc(NC(=O)CCn2c(=O)[nH]c3ccsc3c2=O)cc1 | 1 | -3 | -2 | -3 | 5 | -13 | -8 | 1.3 | 0
CC(=O)Oc1ccccc1C(=O)O | -1 | -2 | 5 | -3 | -3 | 4 | 3 | -0.6 | 4
CCC(C(=O)NC(C)(C)C)N(Cc1ccccc1Cl)C(=O)c1snc(C(N)=O)c1N (configuration not stated) | -3 | 0 | 4 | 1 | 0 | 12 | -4 | 1.1 | -3
O=C(c1cc(COc2ccc3ncccc3c2)on1)N1CCCC1 | -4 | -2 | -3 | 1 | -2 | 10 | 4 | 0.9 | 6
CC1CCN(CCOc2ccc(OCc3ccccc3)cc2)CC1 | -1 | 1 | -2 | 1 | -2 | 8 | -2 | 2.5 | -4
Cc1cccc(NC(=O)Cn2cnc3c(oc4nc5c(cc43)COC(C)(C)C5)c2=O)c1 | 0 | 0 | 0 | 2 | -1 | 1 | -1 | 2.4 | 2
Cc1ccc2[nH]c(C)c(/C=N/Nc3nc4ccccc4s3)c2c1 | 1 | 0 | -15 | 65* | 0 | 17 | -8 | 3.6 | 1
Cc1ccccc1OCCn1cc(C(=O)C(=O)N2CCOCC2)c2ccccc21 | 1 | -1 | 3 | 2 | 4 | 0 | 0 | -1.4 | 2
Cc1cc(NS(=O)(=O)c2cc(Cl)sc2Cl)no1 | 2 | -1 | -1 | 2 | -4 | -7 | -1 | 1.0 | 1
O=C(Nc1ccccc1)c1sc(Cl)nc1-c1ccccc1 | -1 | 3 | -15 | 4 | -1 | 9 | -2 | 2.6 | 0
O=C(COC(=O)c1c(Cl)cccc1Cl)Nc1ccccc1Br | 0 | -4 | 3 | -1 | -2 | 13 | 3 | 2.2 | -4
O=C(O)c1cc(N2CCOCC2)nc2ccccc12 | 1 | 1 | -1 | 0 | -2 | 4 | 3 | 0.7 | -2
O=C(CC1C(=O)NCCN1C(=O)c1ccccc1)Nc1cc(Cl)ccc1Cl (configuration not stated) | -3 | -4 | 16 | 2 | 2 | 4 | 7 | -0.1 | -8
CCN(CC)c1nc2c(c(=O)n(C)c(=O)n2C)n1CC(=O)c1ccccc1 | -5 | 4 | 3 | 8 | -1 | 5 | nt | 0.5 | 2
CC(C)C(=O)NC(c1ccccc1)c1cc([N+](=O)[O-])c2cccnc2c1O (configuration not stated) | 29* | 1 | -2 | 11 | 3 | -16 | 9 | 3.5 | -14
CC(C)CCN1C(=O)c2ccc(C(=O)Nc3ccc(Br)cc3C(=O)O)cc2C1=O | 2 | -2 | 13 | 1 | 4 | 14 | -7 | 1.2 | 12
CC(=O)Nc1ccc(C2=NNC(=NCC3CCCO3)SC2)cc1 (configuration not stated) | -3 | 10 | 5 | 3 | 4 | -12 | 0 | -4.4 | -1
CS(=O)(=O)c1ccc(-c2nnn(CC(=O)N3CCCCC3)n2)cc1 | -5 | 1 | 1 | -2 | 2 | -3 | -2 | -1.3 | -1
COC(=O)c1ccc(C)c(NC(=O)Cc2coc3cc(OC)ccc23)c1 | 6 | 3 | 15 | 0 | -2 | -6 | -2 | -1.4 | 6
CC1CN(S(=O)(=O)c2cccc(C(=O)Nc3ccccc3N3CCCCC3)c2)CC(C)O1 (configuration not stated) | -5 | 0 | 7 | 0 | 1 | 2 | -5 | -1.4 | 6
O=C(Nc1ccc2c(c1)OCCO2)C1CCCN1S(=O)(=O)c1ccc(Cl)cc1 (configuration not stated) | -4 | 5 | 1 | 1 | 2 | -11 | -19 | -2.5 | 4
O=C(c1cc(Cl)ccc1F)N1CCCC(Nc2ccc3c(c2)OCCO3)C1 (configuration not stated) | -2 | 1 | -3 | 4 | 3 | 6 | 2 | 2.3 | -4
CCn1c(-c2ccc(F)cc2)n[nH]c1=S | 0 | -2 | -8 | -1 | 1 | -4 | -10 | -0.2 | 0
CN(C(=O)COC(=O)c1ccc2c(c1)OCCO2)c1ccccc1 | 2 | -2 | 0 | 0 | 1 | 0 | 12 | 3.1 | -3
CC(=O)N1CCC2(CC1)C(C#N)=C(N)Oc1n[nH]c(CSc3ccc(C)cc3)c12 | 1 | -1 | 0 | 14 | -1 | 3 | -3 | 4.0 | -4
CCCOc1ccc2c3c(c(=O)oc2c1OCCC)CCC3 | 1 | 5 | 0 | 20 | 0 | -1 | 23 | 5.3 | 6
COc1ccc(CCC(=O)N/N=C(\C)c2ccc3c(c2)OCO3)cc1 | -4 | 0 | 0 | 22 | 0 | -2 | 7 | 1.8 | -1
COc1cccc(N2CCN(S(=O)(=O)c3ccc4c(c3)N(C(C)=O)CCO4)CC2)c1 | 1 | -2 | -2 | 1 | 1 | 7 | -3 | 3.4 | 6
COc1cc(C(=O)Nc2ccc3oc(-c4cccnc4)nc3c2)cc(OC)c1OC | -1 | -1 | 0 | -4 | 4 | 0 | -2 | 1.6 | 13
Cc1cc(-c2ccc(F)cc2)nc2cc(C(N)=O)nn12 | -2 | 2 | 17 | 13 | 6 | 0 | 4 | -0.1 | 5
Cc1cc(C)nc(NS(=O)(=O)c2ccc(NC(=O)c3ccccc3[N+](=O)[O-])cc2)n1 | -2 | -2 | 2 | -2 | 0 | 4 | 3 | -2.4 | -9
CCC[C@@H](CN1CCC[C@H]1CN1C(N)=NC[C@H]1C(C)C)N1C[C@@H](Cc2ccccc2)N(CCCC2CCCC2)C1=N | nt | nt | nt | -1 | nt | 15 | -9 | nt | -9
Cc1ccc(C(=O)OCC(=O)Nc2cc(F)ccc2F)cc1NC(=O)c1ccco1 | 1 | -2 | 0 | -1 | -4 | -3 | 78* | 2.0 | -6
COC(=O)c1ccc(C(=O)N=c2sccn2C)cc1 | -3 | -3 | -2 | 4 | 2 | 0 | -11 | 1.3 | 1
CC1(C)CCC(=O)N2CC[C@H]3C[C@H](OC(=O)Nc4ccccc4)C[C@@H]1[C@H]32 | -10 | -4 | 5 | 8 | -2 | -8 | -1 | -0.4 | 8

Given with two lines to a compound: part of the list above
Second line of a record – PP1 inh | TPT1 inh | core dimer inh | AHR act | Fh CTSL1 inh | procasp7 counter | PAFAH2 inh | PP5 primary | proCasp3 act
- COc1cccc(N2CCN(S(=O)(=O)c3ccc4c(c3)N(C(C)=O)CCO4)CC2)c1
→ 1 | -2 | -2 | 1 | 1 | 7 | -3 | 3.4 | 6
- COc1cc(C(=O)Nc2ccc3oc(-c4cccnc4)nc3c2)cc(OC)c1OC
→ -1 | -1 | 0 | -4 | 4 | 0 | -2 | 1.6 | 13
- Cc1cc(-c2ccc(F)cc2)nc2cc(C(N)=O)nn12
→ -2 | 2 | 17 | 13 | 6 | 0 | 4 | -0.1 | 5

Next part:
smiles | PP1 inh | TPT1 inh | core dimer inh | AHR act | Fh CTSL1 inh | procasp7 counter | PAFAH2 inh | PP5 primary | proCasp3 act
Cc1cc(C)c(N=C2SCC(=O)N2Cc2ccco2)c(C)c1 | -4 | -2 | -2 | -2 | 6 | 2 | 5 | 2.4 | -9
COc1ccc(C2=NN(C(=O)c3ccccc3C(=O)O)C(c3ccccc3O)C2)cc1 (configuration not stated) | 2 | 35* | -5 | 30 | 9 | -80 | -2 | 2.0 | -43
N=c1c(C(=O)NCc2ccco2)cc2c(=O)n3ccccc3nc2n1C1CCCC1 | 7 | 5 | 11 | 6 | 2 | -20 | 12 | 0.4 | -16
Cc1ccccc1OCC(=O)Nc1ccc(C(=O)Nc2ccccc2C(=O)O)cc1 | 6 | -3 | 8 | 18 | 3 | 1 | -28 | 0.6 | 3
COc1ccccc1Nc1ccc([N+](=O)[O-])cn1 | -2 | 0 | 0 | 0 | -1 | -10 | -1 | -0.2 | -4
Cc1ccc(N2CC(c3nc4ccccc4n3C)CC2=O)cc1 (configuration not stated) | -2 | -3 | -4 | 0 | -2 | 6 | 4 | 0.5 | 8
CCN(CC)C(=O)Cn1c(=O)n(-c2ccc(CC(=O)NCc3ccccc3)cc2)c(=O)c2sccc21 | 1 | -2 | -2 | -2 | 0 | 0 | 0 | -1.6 | 7
COc1cccc(CN(C)C(=O)c2cccc(S(=O)(=O)N3CCN(c4ccc(F)cc4)CC3)c2)c1OC | 1 | -2 | 6 | -1 | 0 | 7 | 7 | 2.2 | 15
COc1ccccc1/C=N/NC(=O)c1ccccc1Cl | 3 | -6 | -12 | 10 | 5 | 3 | -5 | 4.2 | 2
COc1ccc(-n2cc(CNCCCn3ccnc3)c(-c3ccccc3Cl)n2)cc1 | 1 | -2 | 0 | 7 | 1 | 7 | 1 | 1.2 | 2
CCOC(=O)CSc1nnc(CNc2ccccc2Cl)n1-c1ccccc1 | 2 | -2 | 6 | 31 | 2 | 0 | -1 | -2.0 | -2
CC(=O)Nc1ccc(SC[C@H](Cc2ccccc2)N2CC[C@@H](O)CCC2=O)cc1 | 3 | nt | nt | 0 | nt | -4 | 2 | -1.2 | 1
O=C(c1ccc(F)cc1)C(C(=O)N1CCCCC1)n1ccccc1=O (configuration not stated) | -2 | 1 | 2 | -1 | 0 | 3 | 3 | -2.5 | 11
COc1ccc(N(CC(=O)Nc2c(C)n(C)n(-c3ccccc3)c2=O)S(=O)(=O)c2ccc(C)cc2)cc1 | 5 | -3 | 2 | 0 | 1 | 3 | 6 | -0.2 | -8
NC(N)=NS(=O)(=O)c1ccc(N/C=C\C(=O)c2ccncc2)cc1 | -1 | -2 | 1 | 3 | -1 | -2 | -6 | -2.3 | -2
O=C(c1ccc(O)cc1)c1ccc(Cl)cc1 | 1 | -4 | 9 | 24 | -1 | -4 | 0 | 4.0 | -7
Cc1ccc(/C=C/C(=O)OCC(=O)NCCN2C(=O)CSC2=O)cc1 | 0 | -8 | -3 | -1 | -2 | -6 | 6 | 0.7 | 2
CC1CCC2(CC1)NC(=O)N(CC(=O)Nc1cccc(C#N)c1)C2=O (configuration not stated) | -4 | nt | nt | 1 | nt | -8 | -7 | 0.8 | 1

Assay outcomes from PubChem BioAssay.
